Screens from PubChem BioAssay.
Cneo AK release: Cryptococcus neoformans cell lysis inducers, primary screen, AK release luminescence, single concentration; 360,000 tested, 0.2% active; AID 651654, 2012; C. neoformans lysis, adenylate kinase release luminescence, 4 h; normalised: neutral wells 0, clomiphene wells 100; lysis activity, % at 15 µM;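 active means mean lysis activity across replicates of at least 80%, whatever share of replicates individually reach that level; inactive means mean lysis activity below 80%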
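Schedule: static 4 h at 37 °C with compound, 1 h detection; system: C. neoformans cells; benchmarks: Clomiphene as positive control; buffer or medium: fresh YPD medium; measure: luminescence rise reflecting yeast cell lysis; measured by: luminescent adenylate kinase detection reagent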
XiGFP reactiv: activators of inactive X chromosome reactivation, primary screen, imaging, XiGFP fibroblasts, GFP high-content imaging, set 2 | XiGFP mouse fibroblasts, % GFP-positive cells imaging, 3 d; cells co-treated with 5-aza-dC sensitizer; scaled so ellipticine positive control = 100% | activation, % at 7.58 µM | 360,000 tested, 0.055% active | AID 743238, 2013;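 active means mean normalized replicate activation at least 10% and every replicate at or above 10%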;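 further: 0% = median of on-plate neutral control wells and 100% = ellipticine 6 µM median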
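Material: SV40-immortalized XiGFP fibroblast cells, line 68-5-11 | Buffer or medium: DMEM containing 5-aza-dC | Dosing: One concentration, pinned | Times: 3 d treatment, 15 min room-temperature fixation | Controls: Ellipticine 6 µM positive control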
LGR2 antag: inhibitors of bursicon-induced LGR2 CRE-luciferase signal, primary screen, cell-based, HEK293, CRE-luciferase reporter, bursicon stimulation. AID 720647, 2013. bursicon-stimulated, 4 h. 380,000 tested, 0.35% active. Drosophila bursicon receptor LGR2 (rickets). inhibition, % at 9.99 µM;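 active means drop in luminescence signal, shown as inhibition above about 50% in the replicate tests, limit read from the data, passing the limit was not always enough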;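 further: agonist challenge used bursicon conditioned medium at about half maximal strength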
PGC1a acetyl inh: inhibitors of PGC1a acetylation signal, primary screen, cell-based, U2OS, AlphaScreen, inhibitor mode. AlphaScreen anti-acetyl-lysine; with virally co-expressed GCN5 acetyltransferase. inhibition, % at 15.6 µM. 350,000 tested, 0.17% active. AID 651687, 2012;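 active means every replicate shows inhibition of at least 40%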;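 further: 0% = neutral control wells and 100% = positive control wells; some results beyond the cut were filed as inactive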
SIRT5 inh: SIRT5 desuccinylase inhibitors, primary screen, biochemical, fluorescence imaging, single point, set 5 | inhibition, % at 15 µM | Purified SirT5, succinyl-peptide AMC, trypsin-coupled fluorescence | AID 652115, 2013 | NAD-dependent protein deacylase sirtuin-5, mitochondrial (Homo sapiens), Q9NXA8 | 330,000 tested, 1.1% active; in the data active means inhibition above about 15%
ERAP1 HTS inh: human ERAP1 aminopeptidase inhibitors, primary screen, biochemical, single point, plate reader; Endoplasmic reticulum aminopeptidase 1 (Homo sapiens), Q9NZ08; recombinant ERAP1, Leu-AMC fluorescence, 60 min; inhibition, % at 10.7 µM; 340,000 tested, 0.15% active; AID 652197, 2013;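 active means mean replicate inhibition of at least 30%, or all replicates individually reaching that 30% level; inactive means mean below 30% and not every replicate reaching it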;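 further: 0% = neutral control wells and 100% = L-leucinethiol positive control wells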
Target sequence (Q9NZ08 whole entry, looked up): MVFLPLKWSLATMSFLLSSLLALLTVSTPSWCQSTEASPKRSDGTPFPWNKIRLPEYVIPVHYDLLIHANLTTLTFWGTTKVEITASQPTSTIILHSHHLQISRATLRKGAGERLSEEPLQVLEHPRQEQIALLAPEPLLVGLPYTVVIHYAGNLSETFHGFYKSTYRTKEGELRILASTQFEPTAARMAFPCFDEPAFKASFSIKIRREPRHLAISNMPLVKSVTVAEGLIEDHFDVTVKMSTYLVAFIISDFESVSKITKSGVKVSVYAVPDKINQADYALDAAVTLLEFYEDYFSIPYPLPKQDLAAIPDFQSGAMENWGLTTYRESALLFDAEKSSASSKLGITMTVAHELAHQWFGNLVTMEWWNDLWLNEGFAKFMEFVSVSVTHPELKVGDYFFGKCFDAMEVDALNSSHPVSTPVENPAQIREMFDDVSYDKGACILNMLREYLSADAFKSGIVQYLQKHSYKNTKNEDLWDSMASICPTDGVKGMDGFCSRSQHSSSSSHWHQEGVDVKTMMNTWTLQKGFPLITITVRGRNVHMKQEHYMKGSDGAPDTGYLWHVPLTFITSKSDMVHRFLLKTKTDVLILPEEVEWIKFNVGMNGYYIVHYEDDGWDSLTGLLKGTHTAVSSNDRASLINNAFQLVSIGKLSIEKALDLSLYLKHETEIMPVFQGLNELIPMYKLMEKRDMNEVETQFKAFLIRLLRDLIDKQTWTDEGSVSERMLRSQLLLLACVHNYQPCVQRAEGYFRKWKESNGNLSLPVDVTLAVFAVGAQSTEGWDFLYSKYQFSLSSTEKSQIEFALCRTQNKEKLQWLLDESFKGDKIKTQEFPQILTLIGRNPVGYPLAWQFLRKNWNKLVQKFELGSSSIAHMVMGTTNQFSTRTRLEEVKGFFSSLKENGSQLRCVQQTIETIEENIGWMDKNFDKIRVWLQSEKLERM
C2C12 statin: suppressors of statin myotoxicity in C2C12 myotubes, primary screen, cell-based, single point, plate reader; C2C12 myotubes + simvastatin, ATP luminescence, 48 h; scaled: DMSO 0, geranylgeraniol control 100; rescue of ATP level, % at 7.49 µM; 330,000 tested, 0.78% active;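 active means mean ATP rescue above about 67%, or every replicate alone reaching that limit, limit read from the data, passing the limit was not always enough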;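 further: myotubes were challenged with 10 µM simvastatin during compound exposure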
S100A4 MyoIIA: inhibitors of S100A4-myosin IIA peptide binding, primary screen, biochemical, fluorescence polarization, TAMRA-MyoIIA peptide | Protein S100-A4 (Homo sapiens), P26447 | inhibition, % at 10.7 µM | 360,000 tested, 0.14% active | AID 652163, 2013;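 active means mean inhibition of at least 70% across replicates, with every replicate also reaching that level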
Target sequence (P26447 whole entry, looked up): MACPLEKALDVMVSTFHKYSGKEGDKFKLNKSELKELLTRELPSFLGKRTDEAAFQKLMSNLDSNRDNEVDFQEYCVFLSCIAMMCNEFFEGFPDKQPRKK
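Test system – S100A4 monomer (human) · Compound – single-point compound testing · Schedule – 5 min incubation before reading · Probe or stimulus – TAMRA-labelled myosin IIA heavy-chain peptide probe, 5 nM · Benchmarks – neutral control DMSO, positive control TFP · Medium – Calcium-containing HEPES buffer, pH 7.2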
* marks the source's active call; other numbers are inactive results; x = not tested or not shown. Only part of the results is shown, so the mix of outcomes need not match the whole.

Every second line gives: C2C12 statin, LGR2 antag, ERAP1 HTS inh, Cneo AK release, PGC1a acetyl inh, SIRT5 inh, S100A4 MyoIIA, XiGFP reactiv
Brc1cc(Cc2nnc(-c3ccccc3)o2)c(Br)s1
→ 7, 0, -2, x, 4, 1, -27, 0.0
O=[N+]([O-])/C(Cl)=C(/NCCO)C(Cl)=C(Cl)Cl
→ x, 5, 0, x, 5, 3, 4, 0.1
O=C(NCc1ccc2c(c1)OCO2)C(=S)N1CCOCC1
→ 7, 3, 2, -4, -10, -2, -1, 0.3
Nc1c(Cl)cc(C2=NCCn3nc4cc(C(F)(F)F)ccc4c32)cc1Cl
→ 20, 13, 3, -4, -8, 2, 6, 0.0
Cc1ccc(CN2CCN(Cc3nc4ccccc4nc3C)CC2CCO)cc1 (configuration not stated)
→ -11, 6, 1, 0, -3, -7, 1, 0.1
Cc1cc(C)c(NC(=O)CSc2nc3ccncc3[nH]2)c(C)c1
→ 11, -1, -2, -4, 8, 0, -2, -0.1
O=Cc1cn(CCOc2ccc(F)cc2)c2ccccc12
→ 6, -2, -2, 0, -6, -1, 0, 0.1
O=c1c(-c2ccccc2)coc2cc(O)ccc12
→ -12, -17, 1, -13, -12, -1, -3, x
C#CCOCCOCCOCCNc1nc(N2CCN(C(=O)[C@H]([C@@H](C)CC)n3cc([C@@H](N)Cc4ccc(O)cc4)nn3)CC2)nc(N2CCN(C(=O)[C@H](Cc3ccc(O)cc3)n3cc([C@@H](N)C(C)CC)nn3)CC2)n1 (some centres not stated)
→ -11, 8, x, 0, 3, x, -10, -0.2
C[C@H]1CN([C@@H](C)CO)C(=O)Cc2cc(NS(C)(=O)=O)ccc2O[C@H]1CN(C)C(=O)Nc1ccccc1
→ 3, 2, -1, -1, 6, -1, -12, -0.9
CN1c2ccc(C3=CCCCC3)cc2[C@H]2[C@H](CCN2C(=O)C2CCC2)[C@@H]1CO
→ x, -5, -1, x, 9, -3, -6, 0.5
CCC(=O)N(C)C[C@@H]1Oc2cc(-c3cccnc3)ccc2S(=O)(=O)N([C@@H](C)CO)C[C@H]1C
→ 2, -18, 0, 10, 14, 2, 13, 0.1
CCOc1ccccc1C(=O)NCCCCNC(=O)c1ccccc1OCC
→ 23, -9, -4, 3, x, -4, -1, 0.0
NS(=O)(=O)c1ccc(NC(=O)c2ccc(F)cc2F)c(NC(=O)c2ccc(F)cc2F)c1
→ 8, -1, -1, 0, 1, -4, 19, 0.0
COc1ccc(NC(=O)CSc2ncnc3c2nnn3-c2ccc(F)cc2)c(OC)c1
→ 12, -6, 6, 5, -5, -2, 4, 0.0
COc1cccc2c(=O)n(CC(=O)Nc3ccc(F)cc3F)ccc12
→ 7, 3, x, 0, -17, x, -5, 0.0
C[C@@H]1CN([C@H](C)CO)C(=O)c2cc(C#CC3CCCCC3)cnc2O[C@@H]1CN(C)Cc1cncnc1
→ 2, -10, -7, 63, 14, -2, -3, -0.8
O=C1NC[C@H](c2ccccc2)N(CCC23CC4CC(CC(C4)C2)C3)C1=O
→ 12, x, 1, -2, -19, -14, 1, -0.2
CCCc1cc(=O)[nH]c(SCC(=O)Nc2ccc3ccccc3c2)n1
→ 5, -16, -2, -1, 1, 1, -4, -0.1
COc1ccc(S(=O)(=O)N2CCN(C(=O)c3ccco3)CC2)cc1OC
→ -2, 3, x, 3, 2, x, x, x

8 structures from above, sorted by number of heavy atoms, highest first.
Every second line gives: C2C12 statin, LGR2 antag, ERAP1 HTS inh, Cneo AK release, PGC1a acetyl inh, SIRT5 inh, S100A4 MyoIIA, XiGFP reactiv
C#CCOCCOCCOCCNc1nc(N2CCN(C(=O)[C@H]([C@@H](C)CC)n3cc([C@@H](N)Cc4ccc(O)cc4)nn3)CC2)nc(N2CCN(C(=O)[C@H](Cc3ccc(O)cc3)n3cc([C@@H](N)C(C)CC)nn3)CC2)n1 (some centres not stated)
→ -11, 8, x, 0, 3, x, -10, -0.2
C[C@@H]1CN([C@H](C)CO)C(=O)c2cc(C#CC3CCCCC3)cnc2O[C@@H]1CN(C)Cc1cncnc1
→ 2, -10, -7, 63, 14, -2, -3, -0.8
CCC(=O)N(C)C[C@@H]1Oc2cc(-c3cccnc3)ccc2S(=O)(=O)N([C@@H](C)CO)C[C@H]1C
→ 2, -18, 0, 10, 14, 2, 13, 0.1
COc1ccc(NC(=O)CSc2ncnc3c2nnn3-c2ccc(F)cc2)c(OC)c1
→ 12, -6, 6, 5, -5, -2, 4, 0.0
CCOc1ccccc1C(=O)NCCCCNC(=O)c1ccccc1OCC
→ 23, -9, -4, 3, x, -4, -1, 0.0
COc1ccc(S(=O)(=O)N2CCN(C(=O)c3ccco3)CC2)cc1OC
→ -2, 3, x, 3, 2, x, x, x
COc1cccc2c(=O)n(CC(=O)Nc3ccc(F)cc3F)ccc12
→ 7, 3, x, 0, -17, x, -5, 0.0
O=c1c(-c2ccccc2)coc2cc(O)ccc12
→ -12, -17, 1, -13, -12, -1, -3, x

Further entries.
Every second line gives: C2C12 statin, LGR2 antag, ERAP1 HTS inh, Cneo AK release, PGC1a acetyl inh, SIRT5 inh, S100A4 MyoIIA, XiGFP reactiv
CN(Cc1ccccc1)S(=O)(=O)c1ccc(N2CCOCC2)nc1
→ 0, -10, x, -2, 6, -3, -8, 0.1
C[C@@H](NC(=O)C[C@H]1CC[C@H](NS(=O)(=O)c2cccc(F)c2)[C@H](CO)O1)c1ccccc1
→ 8, 15, 3, 0, 4, -1, 2, -0.3
O=C(Cc1ccccn1)NCC[C@H]1CC[C@@H](NC(=O)CN2CCOCC2)[C@H](CO)O1
→ -1, -6, 1, -1, -21, 2, 13, -0.4
Cc1ccc(C)c(NC(=S)NC(C)C(c2ccccc2)N2CCN(C)CC2)c1 (configuration not stated)
→ x, 1, -2, x, 7, -1, 5, 0.0
CN(C(=O)COC(=O)c1ccc2[nH]c3c(c2c1)CCCC3)C1CCS(=O)(=O)C1 (configuration not stated)
→ 4, 12, 4, -1, -1, -5, -8, 0.2
[NH-]c1ncnc2c1N=C[N+]2=CC=CCO
→ 4, 9, -1, 0, x, -1, -1, 0.1
CO[C@@H]1CN(C)C(=O)c2cc(NC(=O)Nc3ccccc3F)ccc2OC[C@H](C)N(C)C[C@H]1C
→ 0, 0, 0, -2, 11, 5, -2, -0.3
CCOC(=O)c1sc(NC(=O)CCCCCN2C(=O)c3cccc4cccc(c34)C2=O)nc1C
→ -111, -2, -3, 0, -2, x, 8, x
CCCNC(=O)C1(C)CCN(C(=O)COc2ccc(C(C)(C)C)cc2)C1 (configuration not stated)
→ 5, 0, -1, -1, -4, x, -4, -0.1
O=[N+]([O-])c1ccc(NC(=S)NCc2ccncc2)cc1
→ x, 12, -1, x, x, -2, 0, 0.6
O=C(O)[C@H]1[C@H](CO)[C@H]2Cn3c(ccc(C4=CCCCC4)c3=O)[C@H]2N1Cc1ccc2c(c1)OCO2
→ 36, 15, 1, -1, x, -1, 24, 0.1
CCOc1ccc(OCC(=O)Nc2cccc(S(=O)(=O)NC3=NCCC3)c2)cc1
→ 9, 18, 2, -8, -11, -2, -3, -0.2
Cc1cc(=O)n2cn[nH]c2n1
→ -2, 10, -1, -1, -6, x, 0, 0.2
O=C(NCC(c1ccco1)N1CCCC1)c1cccc(S(=O)(=O)Nc2ccc(F)cc2)c1 (configuration not stated)
→ -5, 6, 1, 3, 0, 0, -3, 0.4
CN(C)n1cccc1/C=C(\C#N)S(=O)(=O)c1ccc(Cl)cc1
→ x, 6, x, 1, -18, x, -7, 0.0
COc1cc2ccccc2cc1C(=O)Nc1sc2c(c1C(N)=O)CCN(C(C)C)C2
→ -27, 13, 2, 6, x, 0, 0, -0.1
COc1ccc(C=NNC(=O)c2ccccc2NS(=O)(=O)c2cccs2)cc1O
→ 9, -21, 0, -1, 8, -1, 3, 0.1
Cc1noc(C)c1NC(=O)N(C)C[C@@H]1Oc2ccc(NC(=O)Nc3ccc(F)cc3)cc2C(=O)N([C@H](C)CO)C[C@H]1C
→ x, 20, 1, 0, 1, -1, 1, -0.2
Cc1ccc(N2C(=O)CC(Cc3cc(C)cc(C)c3)C2=O)cc1 (configuration not stated)
→ 8, 3, 5, 1, 10, -2, -16, 0.0
Cc1ccccc1C(=O)NC1CC2CCCC(C1)N2C(=O)Nc1ccccc1 (configuration not stated)
→ -7, 11, 2, 0, 6, -10, 1, 0.1
COc1cc2c(c(OCC(=O)NC(C)C)c1)C(=O)O[C@@H](C)CCCC(=O)CCCCC2
→ -17, 7, 2, 1, 12, -6, -1, 0.1
O=C(Cn1nnc(-c2ccc(Cl)cc2)n1)NC1CCS(=O)(=O)C1 (configuration not stated)
→ 30, -4, 0, 0, 5, -9, -3, 0.1
COc1ccc(CC(=O)OCC(=O)NNC(=O)c2ccccc2)cc1
→ -4, -9, 0, 1, 0, -5, -4, 0.2
CC(NC(=O)Cc1ccccc1)c1ccc(F)cc1 (configuration not stated)
→ x, 0, 2, x, x, -2, 21, 0.0
CCCCCCCCN1C(=O)[C@@H](CC(=O)N2CCN(C(=O)OCC)CC2)C[C@@]2(C(=O)OC)C1=C[C@H](C1CCCC1)O[C@@H]2C
→ x, 18, 2, x, x, x, 2, 0.0
O=C(NC1CCCC1)C1CCCN1C(=O)Oc1ccccc1 (configuration not stated)
→ 4, -13, x, x, x, x, -12, 0.0
CCc1nnc(NC(=O)C2(C)COC(c3ccc(OC)cc3)OC2)s1 (configuration not stated)
→ x, 15, -3, x, -2, -2, -3, 0.0
Cc1ccc(S(=O)(=O)CCC(=O)Nc2cc(Cl)ccc2-n2cncn2)cc1
→ x, 6, 3, x, -9, -1, -2, -0.1
CCCN1CCC(NC(=O)Cc2ccccc2OC)CC1
→ 1, -3, 2, -1, x, -1, -6, 0.1
O=C(c1ccccc1)N1C[C@H]2[C@@H](c3ccccc31)[C@@H](CO)N2C(=O)c1ccccn1
→ 9, 12, 1, -1, 10, 8, 0, 0.0
O=C(O)c1ccccc1C(=O)Nc1nc(-c2ccccc2)cs1
→ 1, 16, 4, 1, 4, 7, -3, 0.0
Cc1sc2ncn(CC(=O)N(CC(=O)NC3CCCC3)Cc3cccs3)c(=O)c2c1C
→ 4, 11, -7, -1, -1, 4, -7, x
CCOC(=O)C1(Cc2ccc(Cl)cc2)CCN(C2CCC2)CC1
→ 3, -7, -1, -1, x, -15, -5, 0.1
C[C@@H]1ON(C)[C@H]2C[C@H]3c4[nH]c5cccc(-c6ccccc6)c5c4CCN3C[C@@H]12
→ x, -7, -1, x, x, -4, -21, 0.1
O=C(Nc1cccc(Cl)c1)Nc1ccccc1-n1ccnc1
→ x, -9, -1, -2, 10, 2, 3, -0.1
